Compound activity from PubChem.
HPDE-C7 cytotoxicity = cytotoxicity in HPDE-C7 cells, cell-based, fluorescence, HTS (AID 430); HPDE-C7 pancreatic duct cells viability, fluorescence; higher % means a stronger effect; cytotoxicity, % at 10 µM, or EC50 in µM where a hit was titrated; 63,000 tested, 1.8% active;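 further: cells exposed to compound for 48 hours before viability readout; 0% = vehicle and 100% = reference cytotoxic drug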
HT1080 viability = HT1080 cell viability loss – fluorescence readout (AID 620); 87,000 tested, 0.42% active; HT1080 viability, fluorescence; higher % means a stronger effect; cytotoxicity, % at 10 µM, or EC50 in µM where a hit was titrated;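 further: cells exposed to compound overnight then 4 h with Alamar Blue; 0% = vehicle DMSO and 100% = killing control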
HPDE-C7K KRASV12 = cytotoxicity in KRAS-transformed pancreatic duct cells, primary screen, cell-based, fluorescence, HTS (AID 431); HPDE-C7K KRASV12 cells, Alamar Blue viability, 48 h; higher % means a stronger effect; one-dose cytotoxicity, % at 10 µM; EC50 in µM for titrated hits; 63,000 tested, 1.7% active;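 active means compounds whose percent cytotoxicity in the single-dose primary screen, scaled between solvent and toxic-drug controls, exceeds 50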;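 further: 0% = DMSO solvent wells and 100% = doxorubicin-treated wells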
MK inhibit = blocks S. pneumoniae mevalonate kinase; AID 555; 65,000 tested, 0.48% active; inhibition, % at 10 µM; purified MK, PK/LDH-coupled NADH absorbance 340 nm;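 active means ranked among the strongest by inhibition in the single 10 µM screen, a fixed top-ranked set picked for dose follow-up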; further: no value below 0 was filed
TNAP inhibition = inhibition of tissue-nonspecific alkaline phosphatase – biochemical, luminescent (AID 518). 64,000 tested, 0.09% active. purified TNAP enzyme, luminescent substrate readout; higher % means a stronger effect. one-dose inhibition, % at 20 µM; IC50 in µM for titrated hits; in the data active means a potency from the dose series; inactive means the rest, 99 in 100 with inhibition below about 22%;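 further: plate controls were vehicle for no effect and reference inhibitor for full effect; many of its hits are not listed in these tables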
LYP phosphatase = LYP phosphatase inhibitors, primary screen, biochemical, DiFMUP fluorescence, recombinant catalytic domain, 10 µM (AID 606); inhibition, % at 10 µM, or IC50 in µM where a hit was titrated; recombinant LYP catalytic domain, DiFMUP fluorescence; higher % means a stronger effect; 52,000 tested, under 10 active;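 active means IC50 under 40 µM in the dose-response test; inactive means IC50 of 40 µM or more, or never dose-tested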
Bfl-1 displacement = Bfl-1 inhibitors, primary screen, biochemical, fluorescence polarization, FITC-Bid, mouse (AID 432); FITC-Bid BH3 peptide fluorescence polarization displacement; higher % means a stronger effect; displacement, % at 20 µM, or IC50 in µM where a hit was titrated; 64,000 tested, 0.02% active; in the data active means a potency from the dose series; inactive means the rest, 99 in 100 with displacement below about 15%; further: strong numbers were not always called active
DPM-DC inhibit = blocks S. pneumoniae diphosphomevalonate decarboxylase | purified DPM-DC, PK/LDH coupled NADH fluorescence | calls only at 10 µM | 65,000 tested, 0.49% active;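 active means the 320 compounds with the highest percent inhibition in the single-dose primary screen, excluding strongly autofluorescent ones, cut at about 32% in these data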;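 further: kinetic rate of NADH fluorescence loss reporting ADP formed by the decarboxylase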
Spn PMK inh = inhibitors of Streptococcus pneumoniae phosphomevalonate kinase | AID 539 | purified PMK, PK/LDH-coupled NADH absorbance 340 nm | 65,000 tested, 0.49% active | inhibition, % at 10 µM;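 active means top-ranked compounds by inhibition in the single 10 µM screen, taking a fixed number of the strongest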;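 further: 0% = full reaction with DMSO carrier and 100% = background rate without enzyme reaction; no value below 0 was filed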
Spn PMK inh pilot replicates = recorded beside Spn PMK inh, whose call it bears; inhibition, %; measured here: pilot screen replicates
MK inhibit pilot replicates = further read-out of MK inhibit, marked with its call; inhibition, %; measured here: pilot screen replicates
DPM-DC inhibit pilot screen % = second read-out of DPM-DC inhibit, no call of its own (marks repeat the call); inhibition, %; measured here: pilot screen trials
Starred values were filed as active, the others as inactive; i = inactive; nt = no result given. Unless noted, no stated cut-off is given here; in the data, active means cytotoxicity above about 50%; inactive means the rest. This is a random part of the collection, and some 3.5% of all compounds hit somewhere here.

SMILES	HPDE-C7 cytotoxicity	HT1080 viability	HPDE-C7K KRASV12	MK inhibit	TNAP inhibition	LYP phosphatase	Bfl-1 displacement	DPM-DC inhibit	Spn PMK inh	others
CCN(CC)C(=O)C1CCCN(Cc2ccc(OC)c(C)c2)C1 (stereo not drawn)	-13%	1%	-4%	51*	3%	-1%	2%	i	0
CCCCS(=O)CC(COCc1ccccc1)OC(=O)CSc1nc(C)cc(C)n1 (stereo not drawn)	9%	15%	-4%	6	8%	nt	-2%	i	10
Cc1cc(NC(=O)c2ccc(COc3ccc(Cl)c(C)c3)o2)no1	10%	9%	18%	7	10%	5%	-3%	i	0
O=C1Nc2ccccc2C12OCC(COc1ccc(Cl)cc1)O2 (stereo not drawn)	30%	-1%	36%	4	11%	12%	-7%	i	6
CC(C)CNS(=O)(=O)c1ccc(CCC(=O)NCC2CCCO2)cc1 (stereo not drawn)	-2%	-3%	-7%	3	21%	3%	-5%	i	2
O=C(NCC1CCCO1)C1c2ccccc2C(=O)N1C1CCCCCC1 (stereo not drawn)	-8%	-3%	3%	3	14%	8%	-6%	i	13	Spn PMK inh pilot replicates=1.5;MK inhibit pilot replicates=1.0;DPM-DC inhibit pilot screen %=1.5
CCCSC1=C(C#N)C(c2ccc(OC)cc2)C2=C(CC(C)(C)CC2=O)N1 (stereo not drawn)	-6%	5%	0%	0	11%	-1%	-9%	i	0
CCOc1ccc(-n2cc(C(=O)Nc3cccc(C)n3)c3cc(OC)c(OC)cc3c2=O)cc1	-4%	-16%	0%	7	14%	8%	-4%	i	16	Spn PMK inh pilot replicates=1.5;MK inhibit pilot replicates=0.0;DPM-DC inhibit pilot screen %=0.0
CCOC(=O)c1cc2c(=O)n3ccccc3nc2n(CCCOC)c1=NC(C)=O	-14%	nt	-13%	7	-3%	nt	-5%	nt	0	Spn PMK inh pilot replicates=2.0;MK inhibit pilot replicates=4.5
O=C1CC(c2ccc3c(c2)OCO3)c2cc3c(cc2N1)OCCO3 (stereo not drawn)	nt	8%	nt	9	-8%	13%	-1%	i	8
CCOc1ccc(C(=O)N(C)C2CCS(=O)(=O)C2)cc1 (stereo not drawn)	-2%	nt	4%	5	3%	-4%	4%	i	10
Cc1nn(CC(=O)N2CCOCC2)c(=O)c2ccccc12	6%	7%	0%	0	12%	6%	-2%	i	0
O=C(Nc1nccs1)c1cccc(S(=O)(=O)N2CCOCC2)c1	7%	7%	8%	5	3%	nt	-1%	i	19
COc1ccc(-c2nnn(CC(=O)N(CC(=O)NC3CCCC3)c3cccc(C)c3)n2)cc1OC	-1%	24%	4%	6	6%	nt	-6%	i	13
COc1cccc(CNc2nn[nH]n2)c1OC	-5%	4%	0%	10	3%	16%	-11%	i	3
CCCCNC(=O)CCCCCNS(=O)(=O)c1ccc(OC)cc1	-11%	-8%	-2%	0	10%	4%	-6%	i	10
CCCCc1c(O)nc(SCC(=O)N2CCCCC2)n(-c2ccccc2C)c1=O	22%	-1%	2%	9	14%	nt	-5%	i	7
Cc1ccc(C)c(NC(=O)CSc2nc3c(c(=O)n2C)SC(C)C3)c1 (stereo not drawn)	-2%	3%	6%	0	12%	-2%	-3%	i	12
c1cnc2c(OCc3nc4ccccc4[nH]3)cccc2c1	23%	25%	25%	12	-10%	-16%	-5%	i	9
COc1ccccc1NC(=O)N1CCCC(C(=O)Nc2cccc(C)c2C)C1 (stereo not drawn)	7%	-6%	11%	6	10%	10%	1%	i	10
COc1ccccc1N1CCN(C/C(C)=C/c2ccccc2)CC1	-3%	-9%	4%	7	-1%	nt	-8%	i	1
N#Cc1nc(-c2ccc(Cl)cc2)oc1NCc1cccc2c1OCO2	-7%	7%	-14%	8	8%	12%	9%	nt	3
COc1ccccc1NC(=O)CSCC(N)=O	4%	1%	-1%	3	7%	6%	1%	i	0
CCN1C(=O)C2(Nc3ccccc3-c3nc4ccccc4n32)c2cc(OC)ccc21 (stereo not drawn)	9%	nt	-2%	5	17%	10%	-5%	i	8
CCOc1ccccc1N1CCN(Cc2cccc(OC)c2OC)CC1	-10%	-2%	-1%	49*	4%	nt	-3%	i	2
CCOC(=O)c1cc2sccc2n1CC(=O)N1CCCC1	-14%	-9%	-12%	0	5%	9%	-6%	i	15
COc1cc(-c2cc(C(=O)N3CCN(c4ccccn4)CC3)c3ccccc3n2)cc(OC)c1OC	14%	15%	11%	1	7%	9%	0%	i	10
CN(CC(=O)NC1CCCCCC1)S(=O)(=O)c1ccccc1	9%	2%	6%	6	8%	-2%	-3%	i	0
COCCCN1C(=O)C(=O)/C(=C(/O)c2ccc(OC(C)C)cc2)C1c1ccc(O)c(OC)c1 (stereo not drawn)	-10%	-1%	-3%	9	13%	3%	-3%	i	14
CCOC(=O)c1nnn(-c2nonc2N)c1CN(C)Cc1ccccc1	-29%	1%	-16%	13	6%	10%	-3%	i	0
O=C(Nc1ccc(N2CCOCC2)c(Cl)c1)c1ccc(Br)o1	28%	51%*	28%	10	7%	-14%	-9%	i	5	Spn PMK inh pilot replicates=0.0;MK inhibit pilot replicates=0.0;DPM-DC inhibit pilot screen %=0.0
COc1ccc(-n2c(N)c(C(=O)NCc3ccco3)c3nc4ccccc4nc32)c(OC)c1	14%	-4%	5%	10	-1%	-1%	3%	nt	15	Spn PMK inh pilot replicates=0.0;MK inhibit pilot replicates=0.0
CC(=O)c1ccc(S(=O)(=O)NCCCC(=O)NCCc2ccccn2)cc1	3%	8%	2%	5	6%	12%	3%	i	18
COc1ccccc1N1CCN(CC(O)COc2c(OC)cccc2OC)CC1 (stereo not drawn)	21%	7%	4%	22	8%	-3%	0%	i	10
COc1ccc(N(C)S(=O)(=O)c2ccc3c(c2)oc(=O)n3C)cc1	-10%	6%	1%	6	9%	nt	-4%	i	7
CCCc1cc(C(=O)Nc2cccc(Cl)c2)no1	0%	12%	-2%	3	5%	19%	-5%	i	9
CS(=O)(=O)N1CCN(C(=O)c2c(F)cccc2F)CC1	-4%	-1%	-8%	4	9%	2%	-8%	i	1
Clc1ccc2nc(CSc3nnc(-c4c[nH]c5ccccc45)o3)cn2c1	-2%	-6%	-3%	1	10%	nt	-8%	i	15
Cc1ccc2c(Cl)cc(Cl)c(OCc3c(C)noc3C)c2n1	10%	43%	24%	3	22%	11%	0%	i	3	Spn PMK inh pilot replicates=0.0;MK inhibit pilot replicates=0.0;DPM-DC inhibit pilot screen %=0.0
CCc1nnc(NC(=O)NCN2C(=O)C3C4C=CC(C4)C3C2=O)s1 (stereo not drawn)	3%	-9%	-2%	9	16%	4%	6%	i	11	Spn PMK inh pilot replicates=1.0;MK inhibit pilot replicates=0.5;DPM-DC inhibit pilot screen %=0.0
Cc1cc(-c2ccccc2)nn1-c1nc2c(c(=O)[nH]c(=O)n2C)n1C	1%	-10%	-2%	15	5%	6%	-3%	i	9
CCn1c(SCC(=O)Nc2nc3ccc(OC)cc3s2)nnc1-c1ccoc1C	2%	-7%	-4%	6	8%	5%	2%	i	6
COC(=O)c1sc(S(=O)(=O)N2CCCCC2)c(C(=O)OC)c1C	1%	39%	10%	0	-6%	13%	-3%	i	10
CCCc1nnc(SCCSc2nnc(CCC)n2N)n1N	-7%	1%	-1%	4	-7%	1%	-3%	i	3
COc1ccc(-c2nsc3c(N4CCCC4)ncnc23)cc1	8%	3%	12%	10	7%	-1%	4%	i	12
Cc1nnc2n(C3CCCCC3)c(=O)c3c4c(sc3n12)COC(C)(C)C4	12%	-10%	6%	7	6%	0%	4%	i	7
CCC(C)Sc1nc2c(cnn2-c2ccccc2)c(=O)[nH]1 (stereo not drawn)	2%	-2%	0%	22	12%	1%	-5%	i	9
O=C(COC(=O)c1ccccn1)Nc1ccccc1Cl	-14%	-1%	-34%	0	2%	11%	0%	i	4
COC(C)(C)[C@]12CC(O)(c3ccccc3)ON1[C@H]1CCCCC1N2O (stereo partly drawn)	-13%	-7%	-12%	7	7%	8%	0%	i	10
COCCNC(=O)C1CCCN(c2ncccn2)C1 (stereo not drawn)	4%	2%	4%	0	15%	12%	-11%	i	12	Spn PMK inh pilot replicates=2.0;MK inhibit pilot replicates=0.5;DPM-DC inhibit pilot screen %=0.0

Taken from the results shown for reference:
SMILES	HPDE-C7 cytotoxicity	HT1080 viability	HPDE-C7K KRASV12	MK inhibit	TNAP inhibition	LYP phosphatase	Bfl-1 displacement	DPM-DC inhibit	Spn PMK inh	others
O=C(COC(=O)c1ccccn1)Nc1ccccc1Cl	-14%	-1%	-34%	0	2%	11%	0%	i	4
COC(C)(C)[C@]12CC(O)(c3ccccc3)ON1[C@H]1CCCCC1N2O (stereo partly drawn)	-13%	-7%	-12%	7	7%	8%	0%	i	10
COCCNC(=O)C1CCCN(c2ncccn2)C1 (stereo not drawn)	4%	2%	4%	0	15%	12%	-11%	i	12	Spn PMK inh pilot replicates=2.0;MK inhibit pilot replicates=0.5;DPM-DC inhibit pilot screen %=0.0

Continuation.
SMILES	HPDE-C7 cytotoxicity	HT1080 viability	HPDE-C7K KRASV12	MK inhibit	TNAP inhibition	LYP phosphatase	Bfl-1 displacement	DPM-DC inhibit	Spn PMK inh	others
COc1ccccc1CNC(=O)CN1C(=O)C(C)N(c2ccc(C)cc2)C1=O (stereo not drawn)	1%	5%	-2%	0	7%	nt	-10%	i	13
CCOC(=O)N1CCN(C(=O)CN(c2ccc(Cl)c(C(F)(F)F)c2)S(C)(=O)=O)CC1	-6%	13%	4%	9	12%	4%	-6%	i	1
COC(=O)c1ccccc1NC(=O)C1CCN(S(C)(=O)=O)CC1	-3%	5%	-8%	7	15%	6%	-13%	i	12
c1nnn(C23CC4CC(CC(C4)C2)C3)n1	-12%	-2%	-7%	7	7%	5%	2%	i	6
OC1CCCN(c2c3c(nc4cc(-c5cccc(Cl)c5)nn24)CCC3)C1 (stereo not drawn)	-9%	6%	2%	0	11%	25%	-6%	i	17
CC(C)(C)n1nnnc1C(c1cccc(C#N)c1)N1CCCc2ccccc21 (stereo not drawn)	-6%	7%	-17%	6	5%	-5%	-2%	i	10
CN1CCN(Cc2cc(COCc3ccccc3)c3cccnc3c2O)CC1	-9%	43%	5%	0	-4%	6%	-7%	i	0
CC(=O)N1CCc2cc(S(=O)(=O)NC(CC(C)C)C(=O)Nc3cc(C)ccn3)ccc21 (stereo not drawn)	-7%	2%	-11%	8	4%	nt	-7%	i	7
CCOC(=O)C1(Nc2nccs2)Sc2ccccc2NC1=O (stereo not drawn)	42%	13%	41%	10	-3%	nt	-5%	i	13
Cc1ccc(N(C(C)C(=O)Nc2ccc3c(c2)OCO3)S(C)(=O)=O)cc1 (stereo not drawn)	-38%	2%	-28%	12	5%	13%	-7%	i	0
CCOC(=O)c1ccc(CS(=O)c2ccc(Cl)cc2)o1 (stereo not drawn)	-5%	4%	2%	0	16%	12%	-9%	i	24
OC(CNCC1COc2ccccc2O1)COCc1cccs1 (stereo not drawn)	4%	-6%	4%	19	5%	-1%	8%	i	10	Spn PMK inh pilot replicates=0.0;MK inhibit pilot replicates=1.5;DPM-DC inhibit pilot screen %=0.0
CCC(C)NC(=O)c1cnn2c1NC(c1ccc3c(c1)OCO3)CC2C(F)(F)F (stereo not drawn)	-8%	-6%	1%	9	7%	nt	7%	i	16
